Assay outcomes deposited in PubChem BioAssay by National Center for Advancing Translational Sciences (NCATS).
GALK inhibitor – galactokinase (human) inhibition. Purified GALK, Kinase-Glo residual ATP luminescence. AID 1868. P51570. 270,000 tested, 0.007% active. Potency, µM (doses to about 57.5 µM), inactives show at the highest dose activity change, negative = inhibition, actives largely listed as inhibitors; note: potency is the fitted concentration of half-maximal effect; % is set by controls: 0 for no effect and ±100 for the full control effect
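Compounds were pin-transferred into ATP buffer (35 uM final), then GALK plus galactose (5 nM, 100 uM final) was added. After 1 h at room temperature, Kinase-Glo Plus was added and luminescence read after 10 min.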
Coupling enz – counter-screen for Giardia aldolase inhibitors: coupling enzyme system; coupling enzyme system counterscreen, AmpLite Red fluorescence; activity change, negative = inhibition, % at 58.2 µM, hits read low; 290,000 tested, 0.67% active; in the data active = activity change below about -30%; note: % is set by controls: 0 for no effect and ±100 for the full control effect
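Compounds tested against the coupling enzymes alone at 57.5 uM final; readout was AmpLite Red fluorescence (525/598 nm) after 20 min at RT.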
B2AR arrestin – agonists driving beta-arrestin recruitment to human beta2-adrenergic receptor | P07550 | beta-arrestin recruitment to beta2AR, cell-based reporter | Potency, µM (titrated, usually from 46.1 µM), for the others: at the highest dose activation, most hits filed as activators | 330,000 tested, 0.02% active | AID 492947;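 note: potency is the fitted concentration of half-maximal effect; 0% = DMSO controls and full agonism = EC100 isoproterenol or metaproterenol; nearly all actives have a fitted effect of over 65% in size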
KCNH2 WT inh – KCNH2 (human, wildtype) channel inhibition; Q12809; AID 720551; U2OS, BacMam KCNH2, thallium flux FluxOr; active compounds read low; activity change, % at 1.84 µM; 340,000 tested, 0.37% active;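 active = maximum activity change below -70%; inconclusive = maximum activity change between -70% and -50%; inactive = maximum activity change above -50%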; note: % is set by controls: 0 for no effect and ±100 for the full control effect
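U2OS cells were transduced with wild-type KCNH2 virus (2.03 x 10^8 / mL) for 4 h at room temperature, then cultured overnight at 37 C. Thallium flux was read with FluxOr dye. Rate constants were normalized to DMSO controls.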
USP2a block – USP2a (human) protease inhibition | O75604 | USP2 core, Ub-CHOP2 coupled fluorogenic reporter, 485/531 | Potency, µM (doses to about 38.3 µM), for inactives: at the top dose activity change, negative = inhibition, actives largely listed as inhibitors | 330,000 tested, 0.01% active;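 note: potency is the fitted concentration of half-maximal effect; plate controls were DMSO wells for no effect and full inhibition by NEM control for full effect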
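Deubiquitinase activity read as fluorescence (485/531 nm) after Ub-CHOP2 cleavage activates the enterokinase reporter on its substrate; USP2 core 10nM, Ub-CHOP2 and substrate 25nM each, 30min compound preincubation then 60min RT; data normalized to NEM, curves fitted.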
MLL CXXC-DNA inh – inhibitors of human MLL CXXC domain-DNA interaction; Q03164; AID 2662; MLL-CXXC / FITC-HOXA9 DNA fluorescence polarization; Potency, µM (titrated, usually from 115 µM), for inactives: at the top dose activity change, negative = inhibition, usual class: inhibitors; 290,000 tested, 0.037% active; active = well fitted inhibition curve with a large enough effect in the polarisation, with a control signal flat, not every such curve was filed as active; inconclusive = small, poorly fitted or top-dose-only effect, or effect the other way, or a change in a side signal; inactive = no such curve, though single readings can be large or run the other way; the % refers to the polarisation; note: potency is the fitted concentration of half-maximal effect
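Steps: dispense CXXC domain solution (7 uM) → pin compounds or unlabeled HOX-A9 DNA control → 5 min ambient → add FLSN-HOX-A9 solution (50 nM) → spin → 30 min ambient → fluorescence polarization. Tris pH 7.5/NaCl/DTT/BSA buffer.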
Menin MLL FP TR – displaces Texas Red mutant MLL peptide from human menin | O00255 | Menin + Texas Red MLL mutant peptide, fluorescence polarization | Potency, µM (highest dose often 61.6 µM), for the others: at the top dose FP activity change, negative = inhibition, usual class: inhibitors | 270,000 tested, 0.23% active | AID 1768; active = well fitted inhibition curve with a large enough effect in the polarisation, with a control signal flat, not every such curve was filed as active; inconclusive = small, poorly fitted or top-dose-only effect, or effect the other way, or a change in a side signal; inactive = no such curve, though single readings can be large or run the other way; the % refers to the polarisation; note: potency is the fitted concentration of half-maximal effect; % of control where 0% means no effect; many of its hits are not listed in these tables
KCNH2 3.1 inh – blocks the human KCNH2 3.1 channel isoform; U2OS KCNH2 3.1, thallium flux FluxOr; active compounds read low; activity change, % (tested at about 1.8 µM); 340,000 tested, 0.95% active;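 active = maximum activity change below -70%; inconclusive = maximum activity change from -70% to -50%; inactive = maximum activity change above -50%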;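 note: thallium influx rate constant from kinetic fluorescence after stimulation buffer; % is set by controls: 0 for no effect and ±100 for the full control effect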
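Virally transduced U2OS (3.1 isoform, 4 h infection in dark at RT) → overnight 37 C → FluxOr + Red40 in HBSS/HEPES, 45 min → stimulation buffer, 2 min kinetic read → rate constant vs DMSO controls.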
PKM2 activator – increases activity of human pyruvate kinase M2; P14618; purified PKM2, Kinase-Glo ATP luminescence, activation; response scale: 0% is enzyme alone, no compound; Potency, µM (doses to about 57.5 µM), for inactives: top-dose activation, usual class: activators; 260,000 tested, 0.34% active; AID 1631; note: potency is the fitted concentration of half-maximal effect; % is set by controls: 0 for no effect and ±100 for the full control effect; nearly all actives have a fitted effect of over 55% in size
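hPK-M2, >95% pure; 0.1 mM ADP / 0.5 mM PEP final; imidazole pH7.2 buffer w/ 7 mM MgCl2, 50 mM KCl; 1 h RT; Kinase-Glo lum. Intermediate enzyme activity for dual inhibitor/activator qHTS.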
TRPV1 ag – agonists of human vanilloid receptor 1 (TRPV1); 320,000 tested, 0.19% active; activation, % at 8.33 µM; Q8NER1; TRPV1-expressing cells, Fluo-8 calcium influx, agonist mode; in the data active = activation above about 80%; inconclusive = between about 30% and that limit; note: 0% is about no effect
Target sequence (Q8NER1 whole entry, looked up): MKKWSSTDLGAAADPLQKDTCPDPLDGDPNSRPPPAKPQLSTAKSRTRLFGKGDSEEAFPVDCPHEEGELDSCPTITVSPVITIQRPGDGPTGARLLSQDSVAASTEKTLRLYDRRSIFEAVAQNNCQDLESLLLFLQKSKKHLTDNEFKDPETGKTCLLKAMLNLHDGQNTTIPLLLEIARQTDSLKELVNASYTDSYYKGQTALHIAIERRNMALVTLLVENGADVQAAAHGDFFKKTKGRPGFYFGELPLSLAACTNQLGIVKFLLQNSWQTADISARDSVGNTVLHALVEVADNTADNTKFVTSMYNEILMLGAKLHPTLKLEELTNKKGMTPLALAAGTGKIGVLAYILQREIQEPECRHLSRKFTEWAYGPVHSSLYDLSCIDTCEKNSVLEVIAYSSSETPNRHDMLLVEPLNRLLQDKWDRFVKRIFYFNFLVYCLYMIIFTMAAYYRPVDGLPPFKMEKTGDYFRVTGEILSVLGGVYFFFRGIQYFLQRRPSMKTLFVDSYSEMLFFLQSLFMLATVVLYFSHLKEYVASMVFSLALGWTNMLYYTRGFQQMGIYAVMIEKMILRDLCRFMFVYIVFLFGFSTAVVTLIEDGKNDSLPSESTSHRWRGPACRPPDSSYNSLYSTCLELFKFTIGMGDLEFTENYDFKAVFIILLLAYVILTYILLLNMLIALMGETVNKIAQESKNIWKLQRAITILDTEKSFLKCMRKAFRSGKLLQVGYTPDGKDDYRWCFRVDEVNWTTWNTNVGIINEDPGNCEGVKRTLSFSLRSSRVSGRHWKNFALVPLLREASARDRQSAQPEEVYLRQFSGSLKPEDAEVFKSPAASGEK
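Cells expressing TRPV1 were dye-loaded with Fluo-8 and read kinetically: 10 s baseline, 3 min after compound (agonist portion), then 2 min after EC20 capsaicin (allosteric enhancer portion). Calcium-bound dye fluorescence at 480/520 nm.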
Giardia kill – kills Giardia lamblia; Giardia lamblia trophozoite viability; activity change, % at 7.66 µM, hits read low; 340,000 tested, 0.15% active; AID 540267; in the data active = activity change below about -80%; inconclusive = between about -30% and that limit;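 note: parasites exposed to compound for two days anaerobically before the ATP read; % is set by controls: 0 for no effect and ±100 for the full control effect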
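Trophozoite viability was measured as ATP-dependent luminescence, read 15-30 min after reagent addition. Before that, parasites at 100 cells/well were exposed to compounds for 48 h, anaerobically, at 37 deg C.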
Starred values were filed as active, the others as inactive; i = inactive; u = inconclusive; x = no result given; & = joins results of further samples; [ ] = another dose, or the depositor's remark. Unless noted, calls come from the whole dose curve; as a rule, active = well fitted curve in the direction sought with a large enough effect; inconclusive = small, poorly fitted or top-dose-only effect, or another doubt; inactive = no such curve, though single readings can be large; an effect the other way counts as inactive or inconclusive. Only part of the results is shown; the hit share may differ from the screen's.

Values in the order – GALK inhibitor, Coupling enz, B2AR arrestin, KCNH2 WT inh, USP2a block, MLL CXXC-DNA inh, Menin MLL FP TR, KCNH2 3.1 inh, PKM2 activator, TRPV1 ag, Giardia kill
1. O=C(C1CCN(c2nc3ccc(Br)cc3s2)CC1)N1CCC2(CC1)OCCO2
  1%, -1, -0.4%, 2, 2%, -10%, x, 19, 2%, x, 1
2. CC1=NN=C(c2ccc(N)cc2)c2cc3c(cc2C1)OCO3
  x, -7, 0.0%, 0, 6%, 0%, -20%, 1, x, 1, 30
3. CCOC(=O)C1(CCc2ccccc2)CCN(Cc2ccco2)CC1
  1%, -1, -0.9%, -42, -3%, 1%, u, -97*, -5%, -1, -19
4. Cc1c(NC(=O)C(C)OC(=O)Cc2ccccc2)c(=O)n(-c2ccccc2)n1C (stereo not drawn)
  1%, 2, -0.2%, 23, 1%, -10%, -2%, 2, -13%, -1, -11
5. CC1(C)C2SCC(=O)N2CCN1CC(=O)NN (stereo not drawn)
  1%, 2, -1.0%, -4, 0%, -2%, x, 10, 2%, 1, -8
6. COC(=O)C1=C(c2cccc(C#N)c2)C[C@@H]2CC[C@H]1N2C(=O)N1CCCC1
  x, x, 0.1%, 1, -4%, x, x, -12, x, 9, 5
7. COc1ccccc1N(CC(=O)NC1CCCCC1)C(=O)c1cnn(C(C)C)c1
  -1%, 0, 0.0%, 3, 0%, -3%, 1%, 9, -4%, 1, 13
8. CSc1ccc(CN2CCN(c3ccccc3C)CC2)cc1
  -3%, 2, 0.4%, -129*, -1%, 6%, -27%, -114*, 13%, -3, 14
9. CCCNS(=O)(=O)c1ccc(OCC(=O)N2CCN(C)CC2)cc1
  -1%, 3, -0.2%, 11, 3%, -2%, 15%, 28, 0%, 0, -1
10. Cc1ccc(C)c(NC(=O)CSc2nnc([C@@H](N)Cc3c[nH]c4ccccc34)o2)c1
  4%, -4, -0.1%, -6, -1%, -9%, 17%, -10, 0%, -6, 1
11. O=P(Nc1cccnc1)(Oc1ccccc1)Oc1ccccc1
  0%, -2, -1.1%, i, 2%, 6%, -19%, 3, -3%, u, -17
12. CN[C@@H]1C[C@@H](c2ccc(Cl)c(Cl)c2)c2ccccc21
  1%, 5, 0.1%, x, 0%, 32%&14%[activator], u, x, -2%, 9, x
13. CC(C)c1ccc(N2C(=O)NC(=O)/C(=C/C=C/c3ccco3)C2=O)cc1
  x, 3, 0.4%, -3, 3%, 3%, 19%, 7, 17%, 1, -3
14. C=CC[N+]1(C)C2CCC1CC(O)C2 (stereo not drawn)
  0%, 0, -0.3%, -2, 1%, 0%, 8%, 5, 14%, 2, 13
15. CCOc1ccccc1-n1c(O)c(C=NCc2ccc3c(c2)OCO3)c(=O)[nH]c1=O
  11%, -3, 0.5%, -10, -4%, 10%, 0%, -4, -4%, -1, -7
16. CN(C)C(Cc1ccc(C#N)cc1)C(=O)c1ccccc1 (stereo not drawn)
  0%, 3, 0.5%, 0, 7%, 17%, 7%, -3, -3%, 5, 10
17. CC(Cl)(Cl)/C(=N/P(=S)(N1CCOCC1)N1CCOCC1)N1CCOCC1
  0%, 0, -0.8%, -6, -2%, -11%, x, -15, 2%, -1, -17
18. CC(=O)OC1N=C(c2ccccc2)c2ccccc2NC1=O (stereo not drawn)
  1%, -7, 0.1%, 8, 2%, 24%, u, 19, 1%, 4, -18
19. COC(=O)C1=C(c2ccc(F)cc2F)C[C@@H]2CC[C@H]1N2C(=O)N1CCOCC1
  x, x, 0.0%, -11, 1%, x, x, 12, x, 2, -3
20. Cc1cccc(NP(C)(=O)c2nc3c(s2)CCCC3)c1 (stereo not drawn)
  x, 2, -0.2%, i, 0%, 8%, -8%, -2, 12%, 3, 21
21. Cc1ccc(NC(=O)CCNC(=O)N2C[C@H]3C[C@@H](C2)c2cccc(=O)n2C3)c(C)c1
  x, 4, -0.2%, -5, -1%, -1%, -4%, -6, -1%, 0, -11
22. O=C1CCCC2C3CCCN4CCCC(CN12)C34 (stereo not drawn)
  -4%, 3, 0.1%, 8, 2%, 0%, 1%, -4, -1%, 1, -9
23. Cc1ccc(NP(=O)(Nc2ccc(C)cc2)Oc2ccccc2)cc1
  -2%, -2, -0.3%, 5, 0%, 1%, u, 5, 7%, 29, -14
24. Cn1ncnc2c(=O)n(C)c(=O)nc1-2
  1.3µM*, -94*, -0.5%, -3, 1%, u, 6%, -17, -13%, -1, -88*
25. O=c1c2ccccc2nc(/C=C/c2ccc3c(c2)OCO3)n1-c1ccccc1
  -1%, -1, -0.7%, 9, u, u, -24%, -4, -8%, -4, -15
26. C[C@H](NC(=O)N1C[C@H]2C[C@@H](C1)c1cccc(=O)n1C2)C(=O)Nc1cccc(F)c1
  x, -5, 2.6%, 2, 0%, -7%, -2%, -17, -1%, 4, -20
27. Cc1c(C(=O)N2CCC3(CC2)OCCO3)sc2ncnc(N3CCN(c4ccccn4)CC3)c12
  0%, 1, 0.2%, 1, 1%, 1%, 21%, 6, 4%, -1, 9
28. O=c1cccc2n1CC1CC2CN(S(=O)(=O)c2ccc(F)cc2)C1 (stereo not drawn)
  5%, 0, 0.2%, -5, 3%, 9%, -22%, -1, -2%, 1, 16
29. CN1CCN(C(=O)COc2ccc3ccccc3c2Br)CC1
  -6%, 1, 0.5%, -8, 0%, 19%, 6%, -1, -1%, u, 7
30. COC(=O)C1C2c3ccccc3C(c3ccccc32)C1C(=O)OC (stereo not drawn)
  1%, 0, -0.2%, 0, -5%, 12%, -3%, -8, -9%, -3, -17

Next section.
Values in the order – GALK inhibitor, Coupling enz, B2AR arrestin, KCNH2 WT inh, USP2a block, MLL CXXC-DNA inh, Menin MLL FP TR, KCNH2 3.1 inh, PKM2 activator, TRPV1 ag, Giardia kill
31. Clc1ccccc1CN1CCN(c2ccccc2)CC1
  -3%, 0, -0.2%, -9, 1%, -3%, -3%, -12, 2%, 6, -13
32. Cc1ccc2occ(CN3CC4CC(C3)c3cccc(=O)n3C4)c(=O)c2c1 (stereo not drawn)
  3%, 0, -0.5%, 0, 1%, 2%, -8%, -3, -4%, -5, 12
33. CCOC(=O)Cn1cc(C=C2C(=O)N(C)C(=O)N(C)C2=O)c2ccccc21
  0%, 0, 0.1%, 0, -1%, -14%, 13%, -5, x, -1, -15
34. CN1CCC(c2c[nH]c3ccc(O)cc23)CC1
  x, -9, x, 0, x, -1%, 4%, 10, x, x, -21
35. CC(=NCCCN1CCOCC1)c1c(O)[nH]c(=O)[nH]c1=O
  0%, -2, 0.3%, -3, 0%, -3%, -5%, -10, 1%, -1, 10
36. CCCC(=O)Nc1ccc(N2CCN(CC)CC2)c(Cl)c1
  -2%, 2, 0.2%, 4, 0%, 11%, 3%, -17, 0%, 3, 9
37. C[C@]12CCC3C(CC[C@H]4C[C@@H](O)CC[C@]34C)C1C[C@@H](Br)[C@@H]2O (stereo partly drawn)
  x, x, 0.2%, -1, 1%, x, x, 16, x, x, -4
38. COc1nc(NC(C)C)nc(NC(C)C)n1
  -1%, -1&0, -1.2%, -3, 3%, 0%, 3%&4%, 13, -5%, -3, -17
39. C/C(=N\N1CCCCCC1)c1c(O)n(-c2ccc(C)cc2)c(=O)[nH]c1=O
  -1%, 0, -0.8%, -1, 1%, 6%, -18%, -13, 0%, -2, -1
40. c1cc2c(cc1CCNC1C3CC4CC(C3)CC1C4)OCO2 (stereo not drawn)
  3%, -5, -0.2%, 6, -2%, 1%, -21%, -2, u, 0, -9
41. C/C(=N\NC(=O)c1ccccc1O)c1c(O)n(Cc2ccccc2)c(=O)[nH]c1=O
  3%, 13, -0.5%, -6, 0%, -25%, x, 6, -2%, 15, -2
42. COc1ccccc1CCNCc1ccc(OC)c(OC)c1OC
  6%, -3, -1.0%, -7, 2%, 1%, -10%, -1, -4%, 3, u
43. COc1cccc(-c2nc(CS(=O)CC(=O)N3CCC4(CC3)OCCO4)c(C)o2)c1 (stereo not drawn)
  -1%, x, -0.3%, 26, -2%, -10%, -19%, 18, -10%, 7, -5
44. O=C1NC(=O)C(=Cc2ccc3ccccc3c2)C(=O)N1
  2%, 4, -0.8%, 0, 3%, -29%, x, 3, -3%, -5, 14
45. CC(C)n1c(=O)c(C=Nc2ccc(S(N)(=O)=O)cc2)c(O)n(Cc2ccco2)c1=O
  x, 4, -0.4%, 13, 3%, 6%, -6%, 16, -1%, 7, -1
